MT1-MMP act inh = blocks activation of human MT1-MMP; P50281; HT1080 RFP-PRO-GFP cells, GFP/RFP ratio fluorescence, overnight; percent of plate control window, DMSO zero; GFP/RFP ratio change, % at 20 µM; actives 0.061% (n = 360,000); AID 651647;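 active means GFP/RFP ratio change of at least 30% with cell ATP level not reduced by more than half and red fluorescence within 50% of control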; further: strong numbers were not always called active
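Assay system: RFP-PRO-GFP reporter HT1080 cells; read-out basis: GFP/RFP fluorescence ratio; benchmarks: DMSO wells and RFP-L50D-GFP cells; doses: 20 µM single dose, 1% DMSO; schedule: overnight cell settling, then overnight compound exposure, 37 °C, 5% CO2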
LMPTP block = blocks human LMPTP phosphatase; P24666; AID 651560; recombinant LMPTP-A, OMFP fluorogenic substrate, fluorescence intensity; inhibition, % at 20 µM; actives 0.22% (n = 360,000);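 active means compounds that cut the enzyme signal by at least half of the control window in the single-dose screen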;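 further: plate controls were DMSO wells with enzyme plus substrate for no effect and substrate without enzyme for full effect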
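test system = LMPTP-A | amount = 0.625 nM LMPTP-A final | reagent = fluorogenic phosphatase substrate OMFP at 400 µM final | incubation = 50 min at room temperature | benchmarks = no-enzyme low control, uninhibited high control | medium = Bis-Tris pH 6.0, DTT, detergent | signal = fluorescence intensity of OMFP turnover product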
DNMT1 block = blocks human DNA methyltransferase DNMT1; P26358; actives 0.83% (n = 360,000); AID 588458; inhibition (reported as % activation of signal), % at 10 µM; DNMT1 molecular beacon, Hinp1I cleavage, fluorescence; in the data active means inhibition above about 50%
Target sequence (P26358 504-1616 limits assumed): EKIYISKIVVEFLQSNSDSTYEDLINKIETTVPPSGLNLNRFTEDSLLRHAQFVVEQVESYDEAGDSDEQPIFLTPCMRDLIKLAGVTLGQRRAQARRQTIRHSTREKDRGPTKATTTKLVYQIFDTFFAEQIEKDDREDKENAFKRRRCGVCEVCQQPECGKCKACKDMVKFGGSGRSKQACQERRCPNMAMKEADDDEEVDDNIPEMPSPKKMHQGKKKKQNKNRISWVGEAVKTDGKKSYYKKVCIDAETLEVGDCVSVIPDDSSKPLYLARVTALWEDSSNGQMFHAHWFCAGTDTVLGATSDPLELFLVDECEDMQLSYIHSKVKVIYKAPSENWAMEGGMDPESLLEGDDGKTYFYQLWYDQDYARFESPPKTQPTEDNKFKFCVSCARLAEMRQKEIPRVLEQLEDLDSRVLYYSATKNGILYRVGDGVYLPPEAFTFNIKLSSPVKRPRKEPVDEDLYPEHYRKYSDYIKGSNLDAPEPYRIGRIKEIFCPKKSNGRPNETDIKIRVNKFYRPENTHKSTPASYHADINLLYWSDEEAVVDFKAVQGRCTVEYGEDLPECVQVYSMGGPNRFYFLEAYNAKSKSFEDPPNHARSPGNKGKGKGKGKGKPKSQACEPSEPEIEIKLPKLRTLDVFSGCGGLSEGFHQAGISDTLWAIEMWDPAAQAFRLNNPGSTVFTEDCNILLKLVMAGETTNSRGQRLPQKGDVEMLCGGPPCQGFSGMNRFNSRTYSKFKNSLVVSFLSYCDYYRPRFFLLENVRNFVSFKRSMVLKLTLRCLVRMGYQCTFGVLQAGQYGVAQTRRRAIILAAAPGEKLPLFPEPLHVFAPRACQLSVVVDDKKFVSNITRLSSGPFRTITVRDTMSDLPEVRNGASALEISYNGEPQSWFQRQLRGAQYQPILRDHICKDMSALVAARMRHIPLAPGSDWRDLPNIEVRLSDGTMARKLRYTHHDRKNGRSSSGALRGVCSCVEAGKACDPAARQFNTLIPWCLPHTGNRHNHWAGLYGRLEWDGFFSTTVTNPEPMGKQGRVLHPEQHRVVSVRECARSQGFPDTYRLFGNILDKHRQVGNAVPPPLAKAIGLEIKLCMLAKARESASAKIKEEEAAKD
Scp1 inh = Scp-1 (human) phosphatase inhibition; Q9GZU7; inhibition, % at 20 µM; Recombinant Scp1, phosphopeptide, malachite green phosphate absorbance; actives 0.88% (n = 340,000);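 active means inhibition above about 50% at 20 µM, limit read from the data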;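 further: plate controls were DMSO wells with enzyme for no effect and wells lacking enzyme for full effect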
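Test system – truncated SCP-1 phosphatase (76-261aa) · Reagent – Phosphorylated 17-residue peptide substrate · Incubation – 45 min room-temperature reaction, 5 min colour, 30 min stabiliser · Detection – colorimetric phosphate reagent with accelerator and stabiliser, absorbance at 630 nm · Measure – % inhibition at 20 µM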
NadD block = NadD (S. aureus) enzyme inhibition. purified NadD enzyme, colorimetric absorbance read-out. inhibition, % at 20 µM. actives 0.78% (n = 360,000); in the data active means inhibition above about 26%; further: some compounds past the cut are filed as inactive
STEP inh = blocks human striatal-enriched tyrosine phosphatase. P54829. recombinant STEP, OMFP fluorogenic substrate, fluorescence. inhibition, % at 20 µM. actives 0.25% (n = 360,000). AID 588621;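 active means inhibition at 20 µM, scaled per plate between control wells, above about 37%, limit read from the data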;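 further: 0% = DMSO with enzyme and substrate and 100% = substrate only without enzyme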
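System: STEP phosphatase, cell-free reaction; Buffer or medium: Bis-Tris pH 6.0 buffer with DTT, detergent; Incubation: 20 min at room temperature, dark; Measured by: fluorescence, 480/540 nm.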
SUMO1 PPI mod = SUMO1-SIM interaction modulation; SUMO1 binding to a labelled peptide, TR-FRET, 1 h; inhibition, % at 20 µM; actives 0.33% (n = 360,000); AID 602429; in the data active means inhibition above about 37%
SKN-1 inh = inhibitors of C. elegans SKN-1. C. elegans VP596 Pgst-4::GFP/RFP ratio, acrylamide-induced, 24 h. inhibition, % at 21.8 µM. actives 0.49% (n = 360,000);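 active means interference check ratio from 0.5 to 1.5 plus GFP to RFP signal ratio inhibition reaching or exceeding a fixed threshold, cut at about 30% in these data, passing the limit was not always enough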; further: some compounds called inactive have numbers as strong as hits
Rpn11 inh = Rpn11 (human) deubiquitinase inhibition; actives 0.59% (n = 360,000); calls only at 20 µM; O00487; human 26S proteasome, Ub4-pepOG fluorescence polarization; 20S core pre-blocked with epoxomicin;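 active means inhibition at 20 µM, scaled to each plate's controls, above about 33%, limit read from the data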
NRP1-CendR mod = modulators of CendR peptide binding to human neuropilin-1 | O14786 | FAM-RPARPAR peptide binding to NRP-1, fluorescence polarization | inhibition, % at 25 µM | actives 0.85% (n = 360,000) | AID 602438;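 active means inhibition or corrected inhibition above about 18%, plus a signal ratio from 0.5 to 1.5, limit read from the data, passing the limit was not always enough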; further: strong numbers were not always called active
Active calls of the source: *; i = inactive; · = not tested or not shown.

item	structure	MT1-MMP act inh	LMPTP block	DNMT1 block	Scp1 inh	NadD block	STEP inh	SUMO1 PPI mod	SKN-1 inh	Rpn11 inh	NRP1-CendR mod
1	COc1ccc(NC(=O)CSc2nnnn2C2CCCC2)cc1S(=O)(=O)N1CCOCC1	-3	-1.2	-1	·	-1	2	-1	-6	i	1
2	CN(C(=O)CN1CCC(NC(=O)C2CCCCC2)CC1)C1CCCCC1	0	-0.9	0	0	9	1	1	-7	i	8
3	COc1cc(/C=N/NC(=O)CN2CCOCC2)ccc1OCc1ccccc1	4	-0.2	-1	-10	-6	-1	-6	3	i	-3
4	COc1ccc(CN2C(=O)C(CC(=O)NCC3CCCCC3)CC(C(=O)N(C(C)C)C(C)C)=C2C)cc1 (stereo not drawn)	3	-0.1	-2	·	6	2	2	-17	i	-14
5	COc1ccccc1NC(=O)COC(=O)Cc1c[nH]c2ccccc12	-1	0.4	-9	-5	-5	0	18	6	i	-22
6	O=c1oc2cc(O)ccc2s1	3	-1.3	-4	-9	5	-2	-1	9	i	11
7	CCOC(=O)C1ON2CCCCC2C1(O)C(F)(F)F (stereo not drawn)	3	-1.6	0	-5	-5	0	0	4	i	5
8	O=C(Nc1ccccc1N1CCCCC1)c1ccc(F)cc1	-8	3.1	-1	-2	-2	0	-1	4	i	1
9	COc1ccc(NC(=O)COc2cccc3c2OC(C)(C)C3)c(OC)c1	-2	0.8	-3	-9	-2	0	0	4	i	-10
10	CC(C)C(=O)Nc1nnn(C)n1	2	-1.0	-2	-2	9	-2	3	10	i	-4
11	COCCn1c(SCC#N)nnc1-c1ccc([N+](=O)[O-])cc1	0	-0.5	-2	-3	7	1	-21	-2	i	-16
12	Cc1onc(-c2ccccc2)c1C(=O)NCc1ccco1	0	0.5	-1	-8	-2	-4	-3	0	i	6
13	c1ccc(Cn2nnnc2C(c2cccs2)N2CCCCCC2)cc1 (stereo not drawn)	-14	2.3	7	-5	6	3	0	10	i	-10
14	CCc1nn(CCCC(=O)NCc2ccccc2Br)c(=O)c2cc3occc3n12	-4	6.3	-6	-2	2	0	0	15	i	-5
15	COc1ccc(NC(=O)CCN2C(=O)c3ccccc3C2=O)cc1	-1	-1.5	1	-6	2	-3	5	10	i	13
16	COc1cc(-c2nc3cnccn3c2Nc2c(C)cccc2C)ccc1O	1	-0.3	-7	5	3	1	1	-5	i	-6
17	O[C@@H]1[C@@H](O)C=C2CCN3Cc4cc5c(cc4[C@H]1C23)OCO5 (stereo partly drawn)	-38	-2.8	2	10	-2	-5	6	-1	i	5
18	O=C(CCNC(=O)c1ccccc1Cl)NN=Cc1ccco1	-1	-0.4	17	11	-1	1	-8	17	i	10
19	Cc1cccc(NC(=O)c2cc(S(=O)(=O)c3ccccc3)ccc2Cl)c1	1	2.1	-5	-3	-10	4	1	4	i	34*
20	Cc1ccccc1-n1c(Cn2c(=O)sc3ccccc32)nnc1SCC(=O)Nc1nccs1	5	-1.7	0	-4	2	0	4	1	i	8
21	O=[N+]([O-])c1ccccc1S(=O)(=O)N1CCCC(C(F)(F)F)C1 (stereo not drawn)	3	-0.8	8	-3	-5	-8	0	15	i	6
22	Cc1oc(C(C)(C)C)cc1C(=O)Nc1ccc(N2CCOCC2)cc1	4	-0.6	-2	-4	5	0	1	-5	i	-14
23	CN1C(=O)CC(NNC(=O)c2ccc(Cl)cc2)C1=O (stereo not drawn)	1	0.3	8	0	2	-1	3	-11	i	-11
24	Cc1cccc(OCC(=O)Nc2ccc(NC(=O)c3ccccc3)cc2)c1	3	0.7	3	-9	-2	-1	-2	-2	i	2
25	CC(=O)c1cccc(S(=O)(=O)NCC2CCCCC2)c1	3	-0.9	2	-2	-6	0	2	13	i	0
26	COc1ccc(CCCC(=O)N/N=C\c2cccs2)cc1	-1	-1.4	-8	2	-4	0	-10	-3	i	3
27	O=C(Cn1cnc2c(cnn2-c2ccc(F)cc2)c1=O)OCc1ccccc1	-4	1.7	4	-3	-5	1	3	-5	i	1
28	O=S(=O)(c1ccccc1)N(CC1CO1)c1ccccc1 (stereo not drawn)	1	0.0	-1	-13	-2	1	-2	-4	i	10
29	CCCCCCCCNC(=S)NCCN1CCCCC1	3	-3.0	-8	-1	-3	0	-1	-7	i	5
30	Cn1cc([N+](=O)[O-])c(C(=O)Nc2nc(-c3ccc(Cl)cc3)cs2)n1	-25	2.2	-7	-15	9	-3	-17	4	i	5
31	COc1ccc(N2CCN(c3nc(Nc4ccc(C)c(F)c4)nc(N4CCCC4)n3)CC2)cc1	0	0.1	-3	11	9	0	3	8	i	4
32	Cc1cc(OCC(=O)NCC2CCC(C(=O)O)CC2)c2c(C)cc(=O)oc2c1 (stereo not drawn)	0	-1.2	5	4	1	0	4	-4	i	0
33	CN1CCCN(S(=O)(=O)c2ccccc2)CC1	-1	-3.3	2	9	0	1	-2	-19	i	8
34	Clc1cnc2nc(SC/C=C/c3ccccc3)[nH]c2c1	3	1.3	10	-8	7	3	3	13	i	-7
35	COc1cc2c(cc1OC)CN(c1ccc(F)cc1[N+](=O)[O-])CC2	3	1.3	-2	-3	-4	0	-32	-7	i	9
36	COc1ccc([C@@H]2CC=C(C(=O)O)[C@H](c3ccc(C)cc3)N2S(=O)(=O)c2ccc(C)cc2)cc1OC	5	0.3	3	-8	-3	1	2	14	i	1
37	O=C(C1CCC1)N(CCc1ccccc1)Cc1nc2ccccc2c(=O)[nH]1	-9	-1.6	-1	-4	0	-2	2	-8	i	-10
38	CNC(=O)c1ccc(Nc2nnc(-c3ccc(C)c(S(=O)(=O)NCC4CCCO4)c3)c3ccccc23)cc1 (stereo not drawn)	2	-0.1	-5	0	6	-1	-2	10	i	-16
39	CC(C)(C)c1ccc(C(=O)Nc2ccc(Oc3cccnc3)nc2)cc1	7	1.7	2	-4	2	0	-2	3	i	10
40	CCOc1ccc2c(c1)sc1nc(C(=O)OC)cc(=O)n12	3	0.3	4	-8	4	-8	-7	3	i	-5
41	N#Cc1c(N)nc2c(c1-c1ccc3c(c1)OCO3)CCc1ccccc1-2	-22	2.7	-16	2	5	-1	-66	5	·	4
42	CC(=O)c1ccc(NC(=O)CSc2ccc3nnc(-c4cccnc4)n3n2)cc1	-1	-1.8	2	-1	3	-2	3	7	i	8
43	CN(C1CCCCC1)S(=O)(=O)c1ccc(S(=O)(=O)N2CCCC2)cc1	4	0.0	0	-9	-1	1	4	-2	i	6
44	NC(=O)COc1ccccc1C(=O)O	1	-2.4	2	-17	-4	-2	3	7	i	-4
45	NC1=C(c2ccc([N+](=O)[O-])cc2)C(=O)CO1	3	0.3	1	-1	-7	1	-23	-7	i	4
46	CCOCC(=O)NCc1ccc2c(c1)cc(C)n2C	18	0.1	-4	0	-1	0	-21	48	i	12
47	CC(=O)c1ccc(OCc2cc(C(=O)NC(C)c3cnn(C)c3)no2)cc1 (stereo not drawn)	-3	-0.4	-2	-5	-4	1	0	14	i	-2
48	O=C(Cc1c(F)cccc1Cl)NCC1CCCO1 (stereo not drawn)	3	-0.3	-1	-8	6	-2	3	8	i	-6
49	O=C(C1CCC(=O)N(C2CC2)C1)N1CCC(Oc2cccc(C(F)(F)F)c2)CC1 (stereo not drawn)	0	1.5	5	-7	0	-1	6	17	i	5
50	COc1ccccc1-c1nnc(SCC(=O)Nc2ccc(N3CCOCC3)cc2)n1N	6	-1.5	-5	-18	1	3	-1	5	i	0
51	CN1CCN(C(=O)c2cc3c(ccc4ccccc43)oc2=O)CC1	-3	-5.7	0	-6	3	0	-15	-6	i	-5
52	CN1CCN(c2ccc(Cl)cc2NC(=O)c2cc(=O)[nH]c3ccccc23)CC1	-4	-0.6	-4	-10	-8	-3	-4	2	i	14
53	CC1CC(=O)C(C2c3ccccc3CCN2C(=O)CCl)C(=O)C1 (stereo not drawn)	-1	-2.9	4	-3	4	0	-2	4	i	6
54	CCOCCC(=O)Nc1ccc2c(c1)c(=O)n(C)n2CC=C(C)C	-4	0.9	3	·	1	0	4	1	i	-8
55	Cn1c(N)c(C(=O)COC(=O)c2cccnc2Cl)c(=O)n(C)c1=O	5	-0.4	1	-4	-1	2	2	-3	i	5
56	COc1cc(OC)nc(Oc2ccccc2C(=O)Oc2ccc(C)cc2)n1	18	1.1	2	-9	-3	-2	1	-1	i	8
57	CCNC(=O)C1(C)CCCN(C(=O)c2c(C)noc2C)C1 (stereo not drawn)	0	-0.8	1	·	0	0	0	-11	i	-7
58	CCOc1ccc(C(=O)Nc2ccc(S(=O)(=O)Nc3nccc(C)n3)cc2)cc1OCC	6	-0.6	2	-6	-4	-2	4	-3	i	0
59	Cc1ccc2oc(C(=O)N(Cc3ccncc3)CC3CCCO3)c(C)c2c1 (stereo not drawn)	-8	-0.7	-1	-6	3	0	-3	3	i	16
60	Cc1ccc(NC(=O)c2cc3c(s2)CCCC3)cc1S(=O)(=O)Nc1ccccc1Cl	-13	6.1	-13	-12	30*	4	14	4	i	-2

The list continues:
item	structure	MT1-MMP act inh	LMPTP block	DNMT1 block	Scp1 inh	NadD block	STEP inh	SUMO1 PPI mod	SKN-1 inh	Rpn11 inh	NRP1-CendR mod
61	CC(=O)Nc1ccc(S(=O)(=O)Nc2nc3n(n2)C(c2ccccc2)CC(=O)N3)cc1 (stereo not drawn)	-1	-0.7	-2	-12	3	3	2	2	i	2
62	O=C(CCc1nnc(-c2ccccc2)o1)NCc1cc(F)ccc1F	2	-0.4	-1	-7	-7	0	2	11	i	-4
63	Cc1c(S(=O)(=O)Nc2ccc3c(c2)OCCO3)c(=O)n(C)c(=O)n1C	3	-1.1	1	-7	-1	2	-3	5	i	2
64	O=C(Cn1ncc2c([nH]c3ccccc32)c1=O)NCCc1ccc(Cl)cc1	0	2.9	31	-2	9	0	-2	14	i	-10

3 of the compounds above, field by field.
7: CCOC(=O)C1ON2CCCCC2C1(O)C(F)(F)F (stereo not drawn)
  MT1-MMP act inh: 3 | LMPTP block: -1.6 | DNMT1 block: 0 | Scp1 inh: -5 | NadD block: -5 | STEP inh: 0 | SUMO1 PPI mod: 0 | SKN-1 inh: 4 | Rpn11 inh: i | NRP1-CendR mod: 5

8: O=C(Nc1ccccc1N1CCCCC1)c1ccc(F)cc1
  MT1-MMP act inh: -8 | LMPTP block: 3.1 | DNMT1 block: -1 | Scp1 inh: -2 | NadD block: -2 | STEP inh: 0 | SUMO1 PPI mod: -1 | SKN-1 inh: 4 | Rpn11 inh: i | NRP1-CendR mod: 1

9: COc1ccc(NC(=O)COc2cccc3c2OC(C)(C)C3)c(OC)c1
  MT1-MMP act inh: -2 | LMPTP block: 0.8 | DNMT1 block: -3 | Scp1 inh: -9 | NadD block: -2 | STEP inh: 0 | SUMO1 PPI mod: 0 | SKN-1 inh: 4 | Rpn11 inh: i | NRP1-CendR mod: -10
